Source: PubChem
CHRM1 PAM – potentiates human M1 receptor response to acetylcholine; P11229; activation, % at 3 µM; CHO-K1 hM1, Fluo-8 calcium fluorescence, ACh EC20; 0% = ACh EC20, 100% = maximal ACh; AID 588819; actives 0.088% (n = 360,000); in the data active = activation above about 19%, passing the limit was not always enough
CHO parental Ca – counter-screen for OX1R antagonists: effect in parental CHO cells | AID 463079 | actives 0.63% (n = 330,000) | parental CHO-K1, ATP-induced calcium, Fluo-8 fluorescence | inhibition, % at 5.6 µM;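 active = inhibition above that plate's mean sample inhibition plus 3 SD, cut at about 26% in these data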;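 note: 0% = ATP-challenged DMSO wells and 100% = DMSO wells without ATP; some compounds past the cut are filed as inactive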
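Material: parental CHO cells / Compound: single nominal dose of 5.6 µM per compound / Signal: Fluo-8 fluorescence / Replicates: singlicate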
TAAR1 antag – antagonists of human TAAR1. Q96RJ0. CHO RD-HGA16 TAAR1, Fluo-8 calcium fluorescence, antagonist. inhibition, % at 3 µM. actives 1.5% (n = 360,000);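 active = inhibition above a per-plate cutoff, the mean inhibition of test compounds on that plate plus 3 SD, cut at about 49% in these data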;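 note: 0% = DMSO plus EC80 beta-PEA response and 100% = DMSO alone without agonist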
Target sequence (Q96RJ0 whole entry, looked up): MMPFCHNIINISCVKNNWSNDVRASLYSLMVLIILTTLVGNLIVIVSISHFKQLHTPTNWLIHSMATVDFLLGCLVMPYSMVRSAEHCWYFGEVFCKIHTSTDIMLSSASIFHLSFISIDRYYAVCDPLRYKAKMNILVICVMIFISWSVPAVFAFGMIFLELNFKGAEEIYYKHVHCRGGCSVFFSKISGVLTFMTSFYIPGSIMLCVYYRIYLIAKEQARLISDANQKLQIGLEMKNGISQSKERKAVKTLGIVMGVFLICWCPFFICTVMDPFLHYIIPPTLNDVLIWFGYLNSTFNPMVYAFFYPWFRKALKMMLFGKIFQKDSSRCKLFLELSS
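Assay system: CHO-derived RD-HGA16 cells stably expressing human TAAR1 plus Gα16. Timing: 140 s kinetic read after compound, 140 s after agonist. Technique: kinetic Fluo-8 calcium fluorescence measurement. Measure: % inhibition of agonist calcium response.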
TAAR1 ag – agonists of human TAAR1; Q96RJ0; CHO RD-HGA16 TAAR1, Fluo-8 calcium fluorescence; vehicle wells 0%, saturating PEA agonist 100%; activation, % at 3 µM; actives 0.99% (n = 360,000); AID 624467;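 active = activation above the mean activation of all test compounds in the run plus 3 SD, cut at about 38% in these data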
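System: CHO RD-HGA16 cells carrying human TAAR1 plus Gα16; Incubation: 17-24 h seeding, 75 min 37 °C dye, 30 min RT; Measured by: Fluo-8 fluorescence, 5 s baseline then 140 s kinetic read; Control set: DMSO and PEA EC100; Replication: single well for each compound.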
V1aR counter – counter-screen for oxytocin receptor agonists: human V1a receptor agonists. CHO-V1R cells, Fluo-8 calcium fluorescence, agonist mode; 0% DMSO, 100% 3 nM vasopressin. P37288. AID 2797. actives 0.25% (n = 320,000). activation, % at 3 µM;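 active = activation above the mean activation of all tested compounds plus 3 SD, per screening run, cut at about 20% in these data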;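 note: signal is peak over basal fluorescence ratio across a 100 second FLIPR read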
CHRM1 agonist – agonists of human M1 muscarinic receptor; CHO-K1 hM1, Fluo-8 calcium fluorescence, agonist mode; 0% DMSO, 100% acetylcholine EC100; activation, % at 3 µM; actives 0.33% (n = 360,000); AID 588814;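 active = activation above the run's mean compound activation plus 3 SD, cut at about 16% in these data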;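 note: peak over basal fluorescence ratio within a 140 s kinetic read after compound addition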
OXTR potentiate – potentiates the human oxytocin receptor response. AID 2445. CHO-OTR cells, Fluo-8 calcium fluorescence, potentiator mode; 0% = oxytocin EC15, 100% = EC100. actives 0.061% (n = 320,000). activation, % at 3 µM;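 active = activation above that plate's cutoff, the mean activation of tested compounds plus 3 SD, cut at about 6.6% in these data, passing the limit was not always enough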;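 note: 100% uses oxytocin at 75 nM as the full agonist control; some results filed as inactive read as strong as hits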
Target sequence (P30559 whole entry, looked up): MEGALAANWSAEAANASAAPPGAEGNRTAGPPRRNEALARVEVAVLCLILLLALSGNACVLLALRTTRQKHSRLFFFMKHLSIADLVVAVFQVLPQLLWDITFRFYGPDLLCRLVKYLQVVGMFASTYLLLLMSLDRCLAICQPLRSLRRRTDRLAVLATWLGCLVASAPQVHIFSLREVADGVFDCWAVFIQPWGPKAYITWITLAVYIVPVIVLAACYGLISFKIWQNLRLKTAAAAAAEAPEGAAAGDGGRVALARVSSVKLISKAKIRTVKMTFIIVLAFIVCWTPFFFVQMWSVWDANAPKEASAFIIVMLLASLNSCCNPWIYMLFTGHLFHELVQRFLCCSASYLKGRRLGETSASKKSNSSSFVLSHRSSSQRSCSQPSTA
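System: human OTR in CHO cells; Also added: sub-maximal oxytocin, roughly EC15; Timing: compound 6 min at room temperature before oxytocin, 100 s read; Technique: Fluo-8 intracellular calcium fluorescence, ex 470-495, em 515-575 nm; Controls: oxytocin EC15 low and EC100 high; Replication: singlicate.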
OXTR agonist – agonists of human oxytocin receptor; P30559; CHO-OTR cells, Fluo-8 calcium fluorescence; normalized: DMSO 0%, oxytocin 100%; activation, % at 3 µM; AID 2435; actives 0.32% (n = 320,000);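 active = activation above the mean of all tested compounds plus 3 SD, cutoff set per screening run, cut at about 20% in these data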;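 note: peak over basal fluorescence ratio from a 100 s FLIPR kinetic read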
M1 antag – human CHRM1 antagonism. P11229. CHO-K1 hM1, Fluo-8 calcium fluorescence, ACh EC80 antagonist. inhibition, % at 3 µM. actives 1.3% (n = 360,000). AID 588852;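 active = percent inhibition above its own plate's cutoff, namely the mean of that plate's compound wells plus 3 SD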;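 note: peak over basal fluorescence ratio during 140 s after agonist addition; 0% = ACh EC80 plus DMSO and 100% = DMSO alone without agonist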
Active calls of the source: *; nt = no result given.

Under each structure: CHRM1 PAM | CHO parental Ca | TAAR1 antag | TAAR1 ag | V1aR counter | CHRM1 agonist | OXTR potentiate | OXTR agonist | M1 antag
> CCn1c(COc2ccccc2C)nc2ccccc21
→ 4 | -18 | 1 | 14 | -1.5 | -3 | -7 | -1.9 | 3
> Clc1ccc(CN2CCCCCCC2)cc1
→ 0 | -11 | -21 | 3 | -0.1 | -14 | -5 | -1.6 | -6
> O=C(CSc1nnc(-c2ccccc2F)n1C1CC1)Nc1ccc2[nH]c(=O)[nH]c2c1
→ 5 | 2 | -33 | 0 | 1.1 | -5 | -22 | 1.1 | -2
> COC(=O)c1cc2oc3ccccc3c2n1Cc1ccccn1
→ 6 | -30 | 10 | -1 | 4.5 | -5 | 8 | -2.6 | -11
> O=C(CN1C(=O)c2ccccc2C1=O)Oc1ccc(F)cc1
→ nt | -9 | nt | nt | -0.2 | nt | -2 | 0.6 | nt
> COc1ccc(N2CC(C(=O)Nc3ccc(S(=O)(=O)Nc4nccs4)cc3)CC2=O)c(OC)c1 (stereo not given)
→ 15 | -12 | 2 | -1 | 0.1 | -2 | -6 | 0.5 | -12
> O=C(CCCN=C1NS(=O)(=O)c2ccccc21)OCC(=O)c1ccc(F)cc1
→ 2 | 4 | 31 | 67* | 23* | 22* | -9 | 20* | -5
> COC(=O)C1(C)CCc2cc(OC)ccc2C1=O (stereo not given)
→ 4 | 3 | -10 | 1 | 1.9 | -5 | -3 | 0.8 | -11
> Cc1ccccc1OCC(=O)NNC(=O)c1ccoc1C
→ 5 | -4 | 3 | -1 | -0.5 | -2 | -1 | -1.1 | 2
> CC(CC(=O)N(C)c1c(N)n(Cc2ccccc2)c(=O)[nH]c1=O)c1ccccc1 (stereo not given)
→ -10 | -17 | -11 | 0 | -0.5 | -1 | 4 | 1.4 | 28*
> COc1ccc(OC)c(NC(=O)COC(=O)Cc2ccc(Br)cc2)c1
→ 2 | -7 | -7 | 4 | -1.8 | -6 | 5 | -2.4 | 8
> O=C(CNC(=O)c1ccco1)NCC(=O)OCc1c(F)cccc1Cl
→ -4 | -9 | 6 | 0 | 0.6 | -2 | -1 | -0.4 | 0
> O=C(CN1C(=O)CC(c2ccccc2)=Nc2ccccc21)NC1CCCCC1
→ 1 | -8 | -13 | 12 | 0.0 | 4 | -4 | -2.4 | 5
> CCN(CC)C(=O)CSc1nc(O)cc(=O)n1C
→ 2 | 3 | 18 | 1 | 0.3 | -5 | -1 | 0.0 | 0
> Cc1cc(C)c2nc(N3CCCC(C(=O)NC4CCCC4)C3)sc2c1 (stereo not given)
→ 7 | -15 | -21 | -2 | -0.9 | -3 | 2 | -1.3 | -7
> CNC(=S)N(Cc1ccc(OC)cc1)Cc1cc2cccc(C)c2[nH]c1=O
→ 11 | -24 | 11 | 6 | 0.7 | -3 | 2 | -1.3 | -14
> COc1cc(C(C2C(=O)CC(C)(C)CC2=O)C2C(=O)CC(C)(C)CC2=O)ccc1OC(C)=O
→ 12 | -4 | -34 | 1 | 0.6 | -4 | 1 | -0.4 | -9
> COc1ccc(OC)c(C(=O)NC(CC(N)=O)c2ccc(NCCOc3ccccc3)c([N+](=O)[O-])c2)c1 (stereo not given)
→ -1 | -11 | -3 | 5 | 4.9 | -3 | -6 | 0.5 | 1
> CCOc1ccc(NC(=O)N(CCN(C)C)C(C)c2ccncc2)cc1 (stereo not given)
→ 9 | -7 | -2 | 0 | 1.1 | -6 | 0 | 0.5 | -15
> Cc1ccccc1-c1nc2ccccc2c(=O)n1C1CCS(=O)(=O)C1 (stereo not given)
→ -1 | -2 | 2 | -2 | 0.6 | -3 | 2 | 0.5 | 1
> Cc1ccc(NC(=O)CC(=O)c2ccccc2)cc1C
→ 13 | -31 | -7 | -3 | -0.3 | -7 | -21 | -1.4 | -19
> COc1cccc(NC(=O)N(C)C[C@H]2OCc3cnnn3CCCC(=O)N([C@H](C)CO)C[C@@H]2C)c1
→ 8 | nt | 7 | 0 | nt | 1 | nt | nt | -16
> O=c1cc(N2CCOCC2)c2ccccc2o1
→ 2 | -4 | 9 | 21 | 0.0 | -4 | -5 | 0.0 | 2
> COC(=O)c1ccc(CSc2ccc3nnc(-c4ccc(OC)cc4)n3n2)o1
→ nt | -16 | nt | nt | 1.3 | nt | -4 | -1.0 | nt
> COCCCN1C(=O)C(=O)/C(=C(/O)c2ccc3c(c2)OCCO3)C1c1ccc(C(=O)OC)cc1 (stereo not given)
→ 8 | -13 | 0 | 4 | 0.3 | 0 | 1 | 1.2 | -13
> CS/C(=N\S(=O)(=O)c1cccs1)Nc1ccc(Cl)cc1
→ -6 | -10 | -19 | 1 | 4.7 | -10 | -4 | 0.4 | -3
> COC(=O)C1C2CCCCC1C(=O)O2 (stereo not given)
→ 16 | nt | -11 | 1 | nt | -1 | nt | nt | -18
> COc1ccc(NC(=O)NNC(=O)COc2ccc([N+](=O)[O-])c(C)c2)cc1OC
→ 5 | -1 | -14 | 10 | 1.1 | -2 | -4 | -1.6 | 3
> NNC(=O)C(Cc1cnc[nH]1)NC(=O)OCc1ccccc1 (stereo not given)
→ 2 | -15 | -3 | 3 | -0.7 | -9 | -2 | 0.8 | -6
> CCOC(=O)C(C)Sc1nnc(NC(=O)c2ccc3c(c2)OCO3)s1 (stereo not given)
→ 2 | -12 | -13 | 1 | 0.1 | -3 | -5 | 1.2 | 4

Shown as comma-separated lines: part of the list above
smiles,CHRM1 PAM,CHO parental Ca,TAAR1 antag,TAAR1 ag,V1aR counter,CHRM1 agonist,OXTR potentiate,OXTR agonist,M1 antag
O=c1cc(N2CCOCC2)c2ccccc2o1,2,-4,9,21,0.0,-4,-5,0.0,2
COc1cccc(NC(=O)N(C)C[C@H]2OCc3cnnn3CCCC(=O)N([C@H](C)CO)C[C@@H]2C)c1,8,nt,7,0,nt,1,nt,nt,-16
COc1ccc(NC(=O)NNC(=O)COc2ccc([N+](=O)[O-])c(C)c2)cc1OC,5,-1,-14,10,1.1,-2,-4,-1.6,3
COCCCN1C(=O)C(=O)/C(=C(/O)c2ccc3c(c2)OCCO3)C1c1ccc(C(=O)OC)cc1 (stereo not given),8,-13,0,4,0.3,0,1,1.2,-13
CCOC(=O)C(C)Sc1nnc(NC(=O)c2ccc3c(c2)OCO3)s1 (stereo not given),2,-12,-13,1,0.1,-3,-5,1.2,4

(list continues)
Under each structure: CHRM1 PAM | CHO parental Ca | TAAR1 antag | TAAR1 ag | V1aR counter | CHRM1 agonist | OXTR potentiate | OXTR agonist | M1 antag
> Cc1ccc(OCCNS(=O)(=O)c2ccc(N3CCCC3=O)cc2)cc1
→ -13 | 16 | -1 | 4 | 9.4 | 3 | -20 | 13 | -10
> Cc1ccc(C(=O)NC(=S)NNS(=O)(=O)c2ccc(C)cc2)cc1
→ 3 | -4 | 15 | -3 | -0.4 | -6 | -11 | -0.3 | 1
> COc1ccc(C(=O)Nc2nc(-c3ccc(S(=O)(=O)N4CCOCC4)cc3)cs2)cc1
→ -12 | -4 | 60* | 27 | 1.6 | 1 | -5 | 3.6 | 16
> CCOC(=O)COc1ccccc1/C=N/O
→ 5 | 10 | -11 | 2 | 0.9 | -5 | 2 | 0.3 | -7
> CC(=O)Nc1ccc(-c2csc(NC=C3C(=O)OC(C)(C)OC3=O)n2)cc1
→ 6 | -10 | 19 | 1 | 0.0 | -2 | -3 | 0.1 | -5
> NC(=O)COc1ccc2oc(=O)cc(-c3cc4ccccc4o3)c2c1
→ -8 | -20 | 3 | 8 | 4.1 | 0 | -2 | -1.1 | 0
> Nc1nnc(CSCc2cccc(Br)c2)s1
→ 13 | -4 | -2 | 0 | 0.1 | 2 | -2 | 1.0 | -10
> O=C(OCCN=C1NS(=O)(=O)c2ccccc21)c1cccs1
→ 5 | 3 | 15 | 2 | 0.1 | -4 | -12 | -0.7 | 2
> Cc1ccc(S(=O)(=O)CCC(=O)Nc2ccc(Br)cc2)cc1
→ 9 | -22 | -14 | 8 | 4.3 | -2 | -18 | -0.7 | -15
> Cc1nn(C(=O)c2ccc3c(c2)OCO3)c(N)c1-c1ccccc1
→ -7 | -3 | -17 | 2 | 1.5 | 2 | -5 | 1.7 | 13
> Cc1cc(C)nc(Sc2ccc3nnnn3n2)n1
→ 7 | -6 | -9 | 9 | -0.2 | -3 | -10 | -0.8 | -9
> CC(=O)c1nnn(-c2cccc([N+](=O)[O-])c2)c1C
→ 16 | -3 | -2 | 2 | -0.3 | -10 | 2 | 0.2 | -11
> COc1ccccc1NS(=O)(=O)c1ccc2ccccc2c1
→ 1 | -19 | -4 | -2 | 2.8 | -6 | -6 | 0.5 | -5
> CC(C)CNC(=S)N1CCN(Cc2ccc3c(c2)OCO3)CC1
→ 13 | -5 | 17 | 5 | 1.9 | -10 | 1 | 1.7 | -8
> CC1(c2ccc(Cl)cc2)NC(=O)N(CC(=O)NCCC2=CCCCC2)C1=O (stereo not given)
→ 12 | -9 | 0 | 14 | 5.9 | 3 | -10 | 16 | -23
> CN(c1ccccc1)S(=O)(=O)c1cccc(C(=O)NCc2ccccc2CN2CCCC2)c1
→ -21 | -20 | 6 | -3 | 2.1 | -8 | -3 | 1.2 | 21
> O=C1CC(N2CCN(c3ccccc3)CC2)C(=O)N1c1ccc2c(c1)OCCO2 (stereo not given)
→ -3 | -9 | 10 | 10 | 1.0 | -1 | -11 | -0.2 | -4
> CNC(=O)[C@@H]1C[C@H]1[C@@H](NC(=O)CNC(=O)OCc1ccccc1)c1ccccc1
→ nt | -6 | 8 | 10 | 0.6 | nt | 3 | 0.4 | nt
> COc1ccc(C2(C)NC(=O)N(CC(=O)Nc3ccc4c(c3)CCC4)C2=O)cc1OC (stereo not given)
→ 8 | -27 | 30 | 10 | 2.6 | -3 | -2 | 0.6 | -4
> CCOC(=O)C1=C(N)Oc2cc(C)[nH]c(=O)c2C1c1ccncc1 (stereo not given)
→ -3 | -12 | 8 | 0 | 1.4 | -3 | -23 | -0.2 | 9
> Cc1cnn(Cc2ccccc2)c1N
→ 10 | 4 | -29 | 5 | 0.3 | 5 | -5 | 0.9 | -9
> CCOC(=O)N1CCC(N2C(=O)c3ccccc3C2Nc2ccc(S(=O)(=O)N3CCOCC3)cc2)CC1 (stereo not given)
→ 2 | -14 | 0 | 13 | -0.5 | -6 | -7 | 0.1 | 1
> CCCn1c(C(O)c2cc(OC)c(OC)c(OC)c2)nc2ccccc21 (stereo not given)
→ 10 | -7 | -13 | 4 | 1.2 | -1 | -1 | -0.3 | -15
> C[C@H](NC(=O)N1CCn2c1nc1ccccc12)C(=O)NCc1ccco1
→ 10 | -14 | -14 | -2 | -1.1 | -5 | 2 | -1.5 | -10
> CC1CN(C(=O)c2cc3cc([N+](=O)[O-])ccc3s2)CC(C)O1 (stereo not given)
→ 0 | 1 | -1 | 0 | -0.2 | -2 | -5 | -0.3 | 3
